Screening results as filed in PubChem.
RAM inhibit – inhibitors of the yeast RAM network, primary screen, dse1pr::URA3 reporter, 5-FOA selection; S. cerevisiae dse1pr::URA3 reporter, 5-FOA growth OD615, 2 d; analog-sensitive cbk1-as2 kinase mutant strain; inhibition, % at 50 µM; 1.8% of 190,000 active; AID 868, 2007;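 active = inhibition above a set limit, 3 SD over mean compound inhibition, cut at about 8.4% in these data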;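 note: 0% = DMSO-only wells with no growth and 100% = 10 µM 1-NA-PP1 full growth; inhibition rescues growth on 5-FOA so higher OD means more RAM inhibition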
TNAP inh hiacc – human TNAP enzyme inhibitors, primary screen, biochemical, luminescent, high phosphate acceptor level, uHTS; Alkaline phosphatase, tissue-nonspecific isozyme (Homo sapiens), P05186; purified TNAP, CDP-star luminescence, 1 M DEA; inhibition, % at 20 µM; 0.03% of 200,000 active;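 active = over 50% inhibition of tissue-nonspecific alkaline phosphatase at 20 µM in the single-dose screen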;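 note: plate controls were DMSO wells for no effect and EDTA-quenched wells as full inhibition for full effect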
Target sequence (P05186 whole entry, looked up): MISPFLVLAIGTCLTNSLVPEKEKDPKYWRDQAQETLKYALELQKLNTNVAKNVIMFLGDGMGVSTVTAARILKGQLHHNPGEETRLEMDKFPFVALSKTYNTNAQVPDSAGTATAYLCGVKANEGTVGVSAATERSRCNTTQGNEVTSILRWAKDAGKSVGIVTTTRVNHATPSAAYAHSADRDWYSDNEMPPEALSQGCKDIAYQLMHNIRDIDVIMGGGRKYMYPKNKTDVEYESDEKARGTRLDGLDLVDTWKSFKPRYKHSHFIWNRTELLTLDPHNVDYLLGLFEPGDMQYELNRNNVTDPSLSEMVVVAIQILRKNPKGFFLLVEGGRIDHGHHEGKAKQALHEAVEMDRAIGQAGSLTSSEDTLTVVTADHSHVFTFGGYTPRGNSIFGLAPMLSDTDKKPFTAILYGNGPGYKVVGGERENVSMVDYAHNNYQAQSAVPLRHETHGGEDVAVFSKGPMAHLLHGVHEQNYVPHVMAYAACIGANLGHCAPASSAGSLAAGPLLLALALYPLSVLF
L major viab – Leishmania major promastigote growth inhibition, primary screen; Leishmania major promastigotes, resazurin fluorescence viability; inhibition, % at 10 µM; 9% of 200,000 active; in the data active = inhibition above about 50%;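 note: promastigotes grown with compound for 44 hours at 28 °C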
APP 5UTR inh – inhibitors of APP translation via 5'UTR reporter, primary screen, APP 5'UTR luciferase, SH-SY5Y cells; 0.82% of 190,000 active; AID 1285, 2008; SH-SY5Y APP 5'UTR-luciferase reporter, luminescence; inhibition, % at 2 µM;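 active = inhibition above a set limit, derived from the sample mean plus 3 SD, cut at about 45% in these data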; note: values of inactives mirror those of a sister screen read the other way
TNAP inh noacc – human TNAP enzyme inhibitors, primary screen, biochemical, luminescent, no phosphate acceptor, uHTS; Alkaline phosphatase, tissue-nonspecific isozyme (Homo sapiens), P05186; purified TNAP, CDP-star luminescence, 30 min; inhibition, % at 20 µM; 0.26% of 200,000 active; AID 1012, 2008;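 active = tissue-nonspecific alkaline phosphatase inhibition above about 50% at 20 µM in the single-dose screen, limit read from the data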;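 note: 0% = DMSO negative control and 100% = EDTA positive control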
FLuc stim CS – FLuc activators, initial screening, artefact control for FLuc-dependent activation tests, biochemical, ATPlite luminescence; Luciferin 4-monooxygenase (Photinus pyralis), P08659; ATPlite luciferase biochemical, 10 min; 0 = ATP-free wells, 1 = DMSO control; activation factor at 10 µM; 200,000 tested, under 10 active; AID 1027, 2008;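 active = luciferase activation factor, scaled between plate controls, of at least 2 with compound at 10 µM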
Target sequence (P08659 whole entry, looked up): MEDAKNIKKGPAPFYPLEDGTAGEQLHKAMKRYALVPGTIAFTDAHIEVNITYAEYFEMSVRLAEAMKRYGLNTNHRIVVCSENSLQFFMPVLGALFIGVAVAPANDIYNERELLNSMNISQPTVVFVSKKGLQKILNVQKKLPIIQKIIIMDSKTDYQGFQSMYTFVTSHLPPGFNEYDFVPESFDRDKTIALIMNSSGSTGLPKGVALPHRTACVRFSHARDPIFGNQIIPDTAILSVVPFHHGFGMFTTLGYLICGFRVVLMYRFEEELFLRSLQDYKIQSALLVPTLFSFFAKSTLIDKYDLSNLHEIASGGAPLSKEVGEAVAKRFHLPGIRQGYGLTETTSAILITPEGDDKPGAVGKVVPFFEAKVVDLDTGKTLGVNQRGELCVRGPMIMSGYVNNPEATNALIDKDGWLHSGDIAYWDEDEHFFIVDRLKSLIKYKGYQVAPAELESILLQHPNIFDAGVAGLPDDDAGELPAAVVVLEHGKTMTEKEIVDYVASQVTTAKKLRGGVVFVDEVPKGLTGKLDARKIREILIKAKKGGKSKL
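Assay system: Luciferase/luciferin detection reagent, cell-free biochemical luciferase assay / Also added: ATP substrate / Schedule: 10 min at ambient temperature / Measured by: luminescence measurement of luciferase light output / Benchmarks: low control with PBS replacing ATP, high control enzyme plus ATP without compound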
TNAP act hiacc – TNAP activators at high phosphate acceptor level, primary screen, biochemical, luminescence, uHTS. AID 1136, 2008. activation factor at 20 µM. 200,000 tested, under 10 active. purified TNAP, CDP-star luminescence, 1 M DEA, 30 min; stronger effect = higher value; 0 = EDTA background, 1 = DMSO-only activity;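 active = activation factor at least 2 at 20 µM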
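Control set: EDTA negative control, DMSO positive control / Assay system: human TNAP / Quantity: TNAP 1/800 final / Evaluation: TNAP activation factor scaled between EDTA and DMSO control wells / Measured by: luminescent substrate turnover signal / Compound dosing: one dose, 20 µM / Times: 30 min enzyme reaction at room temperature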
bIAP inh – bovine intestinal alkaline phosphatase inhibitors, primary screen, selectivity assay for TNAP inhibitor project, biochemical, bovine IAP, CDP-star luminescence. alkaline phosphatase, intestinal [Bos taurus]. purified bovine IAP, 30 min. inhibition, % at 20 µM. 190,000 tested, under 10 active;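 active = over 50% inhibition of intestinal alkaline phosphatase at 20 µM in the single-dose screen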
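System: Purified bovine intestinal alkaline phosphatase (IAP) enzyme | Input: IAP diluted 1/65,000,000 in the well | Also added: CDP-star chemiluminescent phosphatase substrate, 30 µM final | Dosing: 20 µM single dose | Times: Enzyme reaction for 30 min at room temperature | Detection: Luminescence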
FLuc inh counter – firefly luciferase enzyme inhibitors, primary screen, artefact control for luciferase-based inhibitor screens, biochemical, luminescence, ATPLite; Luciferin 4-monooxygenase (Photinus pyralis), P08659; 10 min; inhibition, % at 10 µM; 1.5% of 200,000 active;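 active = inhibition above about 50% when tested at 10 µM, limit read from the data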
bIAP activator – bovine intestinal alkaline phosphatase activators, primary screen, biochemical, bovine IAP, CDP-star luminescence; AID 1016, 2008; purified bovine IAP, 30 min; stronger effect = higher value; fold of DMSO-control signal, blank-subtracted; 0.17% of 200,000 active; activation factor at 20 µM; alkaline phosphatase, intestinal [Bos taurus];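 active = activation factor of 2 or more at 20 µM, a signal rise over negative controls twice the positive control's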
Numbers without * were called inactive; . = not tested or not shown.

SMILES	RAM inhibit	TNAP inh hiacc	L major viab	APP 5UTR inh	TNAP inh noacc	FLuc stim CS	TNAP act hiacc	bIAP inh	FLuc inh counter	bIAP activator
CCC1=NN2C(=N)/C(=C\c3cccn3-c3ccc(Br)cc3)C(=O)N=C2S1	-0.4	-1	-10	4	-4	1.1	1	4	-6	1
CCCCNc1nc(=S)n(-c2ccccc2)c(C)c1C(C)=O	1.0	-7	-1	1	-3	1.1	1.1	-7	-6	1.1
O=S1(=O)N=C(N2CCCc3ccccc32)c2ccccc21	0.7	-8	1	-5	-2	1	1.1	-11	-3	1.1
COc1ccc(C2=NO[C@@H]3C(=O)N(c4ccc(C)cc4C)C(=O)[C@H]23)cc1OC	0.7	-2	-4	-8	-11	1	1	3	-3	1
Cn1c(=O)c2[nH]c(N3CCN(c4ccccc4)CC3)nc2n(C)c1=O	4.3	-4	-5	7	-14	1	1	-6	-3	1.1
O=C(NC(Cc1ccccc1)C(=O)NCc1ccccn1)c1ccco1 (stereo not given)	1.8	-7	-5	-20	-16	1.1	1.1	3	-6	1
CCOc1ccc(NS(=O)(=O)c2ccc(N)cc2)cc1	-0.3	-4	15	-6	-12	1.1	1	0	-6	1
CC1(C)CC(=O)C=C(NCCN2CCN(C(=O)Nc3ccccc3)CC2)C1	0.9	-4	-9	-7	-16	1	1	-2	-5	1
Cc1cccc(NC(=O)CSc2nc3c([nH]c4ccccc43)c(=O)n2C)c1	3.7	-8	-3	10	-13	1	1.1	-3	-2	1
COc1ccc(N2C(=O)CC(N3CCC(O)(c4cccc(C(F)(F)F)c4)CC3)C2=O)cc1 (stereo not given)	0.6	1	3	-18	-11	1	1	1	-2	1
O=C(Nc1ccccc1C(F)(F)F)c1cc(-c2cccc(O)c2)on1	5.2	-2	-9	-47	-9	1	1	3	1	1
Cc1ccc(S(=O)(=O)NCCC(=O)NCCN2CCCCCC2)cc1	-0.6	-8	-5	-24	-6	1.1	1.1	-2	-7	1
CCCS(=O)(=O)n1nc(-c2ccc(Br)cc2)cc1N	0.3	3	-4	-9	6	1	1	6	-3	0.9
S=C1NCN(Cc2ccccc2)CN1C1CCCCC1	0.6	-3	1	-22	2	1	1	26	-5	0.7
CCN1CCC(CNCc2cn(-c3ccc(OC)cc3)nc2-c2ccccc2Cl)C1 (stereo not given)	-0.6	-6	101*	4	-8	1.1	1.1	-20	-5	1.2
C=CCN(C(=O)c1csnn1)C(C(=O)NC(C)(C)C)c1ccncc1 (stereo not given)	1.4	0	-4	-6	-3	1	1	0	-2	1
CCCCCc1c(C)nc(N2CCOCC2)[nH]c1=O	1.3	-2	6	16	-6	1	1	11	-1	0.9
Cc1ccccc1OCC(=O)Nc1ccc(Cc2ccncc2)cc1	-1.0	-7	13	10	-9	1	1.1	2	-4	1
Cc1cc(SCCC(=O)O)nc2c(C)cccc12	-2.0	-4	-7	-14	-11	1	1	7	1	0.9
Cc1cc2c(=O)n(Cc3ccco3)c(SCC(=O)NCc3ccco3)nc2s1	6.0	-7	-5	-9	-19	1.1	1.1	-5	-6	1
COc1ccc(SCC(=O)c2cc(C)c(OC(=S)N(C)C)c(C)c2)cc1	7.7	-9	2	.	0	1.1	1.1	-1	-7	1
COc1ccccc1NC(=O)COC(=O)C12CC3CC(CC(Cl)(C3)C1)C2	11*	-6	1	2	-15	0.9	1.1	-6	10	1.1
C/C=C(\C)C(=O)NCCN1C2=NC[C@H](Cc3ccc(O)cc3)N2C[C@@H]1Cc1ccc(OC)cc1	-1.6	-7	-1	6	-8	1	1.1	-27	-2	1.3
CCCCCNC(=O)c1ccc2c(=O)n(CCOC)c(=O)[nH]c2c1	0.6	-6	3	-13	-25	1	1.1	7	-4	0.9
CCO[C@@H]1OC(C(=O)N2CCOCC2)=C[C@H](c2ccc(Br)cc2)[C@H]1CCCO	0.3	-12	0	0	-8	1	1.1	-12	1	1.1
Cc1cc(C)c(S(=O)(=O)N2CCCCC2)c(C)c1N(C)S(=O)(=O)c1ccc(Cl)cc1	3.4	-2	12	2	-6	1.1	1	0	-6	1
COc1ccc(C(=O)N2CCN=C2c2ccccc2)cc1OC	-0.2	-10	-2	-16	-14	1.1	1.1	6	-8	0.9
CN(C)c1ccc(N2C(=O)CC(Sc3ccccc3C(=O)O)C2=O)cc1 (stereo not given)	0.4	2	0	15	5	1	1	9	-5	0.9
O=C(O)Cc1ccc2sc(-c3ccccc3)nc2c1	-0.1	-8	72*	-3	-8	0.6	1.1	0	43	1
O=C(CCS(=O)(=O)c1ccc(Cl)cc1)OCC(=O)N1CCCCC1	-0.7	-2	5	-10	-8	1.1	1	1	-10	1
Cc1cc(OCC(=O)c2ccc(Br)cc2)ccc1N1C(=O)CCC1=O	6.3	-5	-5	20	-7	1	1	-9	0	1.1
CCOC(=O)CNC(=O)C1Cc2ccccc2CN1S(=O)(=O)c1cccs1 (stereo not given)	1.0	-8	-3	14	-11	1.1	1.1	-4	-7	1
CCOCCOC(=O)C(C)Sc1n[nH]c(=O)[nH]c1=O (stereo not given)	1.2	-1	-6	-4	-9	1.1	1	6	-8	0.9
COc1cc(Cl)cc(NC(=O)CCN2CCN(C)CC2)c1	1.6	-2	-2	-2	-10	1	1	6	-3	0.9
COc1ccc(C2CC(C(F)(F)F)n3nc(C(=O)NCc4cn(C)nc4C)c(Cl)c3N2)cc1 (stereo not given)	0.9	-2	0	7	-9	1.1	1	4	-6	1
CCC[n+]1c(C)sc2c3c(ccc21)CCCC3	1.4	-2	100*	-4	33	1	1	28	-4	0.7
COc1ccc(/C=C/CN2CCN(Cc3cccc(OC)c3)C(CCO)C2)cc1 (stereo not given)	-0.9	-1	93*	8	-5	1.1	1	3	-5	1
O=C(COC(=O)Cc1c(Cl)cccc1Cl)NCC1CCCO1 (stereo not given)	0.1	-3	0	-6	-8	1	1	1	0	1
CCn1ncc(Cl)c1C(=O)Nc1cc([N+](=O)[O-])ccc1OC	2.3	-2	-5	13	-7	1	1	5	-4	0.9
COc1ccccc1N1CCN(C(CNS(=O)(=O)c2cc(F)ccc2F)c2cccnc2)CC1 (stereo not given)	-0.4	-3	90*	19	-3	1	1	26	-1	0.7

Given with values under each structure: entries from further up.
Results follow in this order: RAM inhibit, TNAP inh hiacc, L major viab, APP 5UTR inh, TNAP inh noacc, FLuc stim CS, TNAP act hiacc, bIAP inh, FLuc inh counter, bIAP activator
CN(C)c1ccc(N2C(=O)CC(Sc3ccccc3C(=O)O)C2=O)cc1 (stereo not given)
 : 0.4, 2, 0, 15, 5, 1, 1, 9, -5, 0.9
O=C(O)Cc1ccc2sc(-c3ccccc3)nc2c1
 : -0.1, -8, 72*, -3, -8, 0.6, 1.1, 0, 43, 1

Of the compounds above, these have a furan ring, fused or not:
SMILES	RAM inhibit	TNAP inh hiacc	L major viab	APP 5UTR inh	TNAP inh noacc	FLuc stim CS	TNAP act hiacc	bIAP inh	FLuc inh counter	bIAP activator
O=C(NC(Cc1ccccc1)C(=O)NCc1ccccn1)c1ccco1 (stereo not given)	1.8	-7	-5	-20	-16	1.1	1.1	3	-6	1
Cc1cc2c(=O)n(Cc3ccco3)c(SCC(=O)NCc3ccco3)nc2s1	6.0	-7	-5	-9	-19	1.1	1.1	-5	-6	1

Other records
SMILES	RAM inhibit	TNAP inh hiacc	L major viab	APP 5UTR inh	TNAP inh noacc	FLuc stim CS	TNAP act hiacc	bIAP inh	FLuc inh counter	bIAP activator
N#CC1=C(N)NC(SCC(=O)Nc2ccc(Br)cc2)=C(C#N)C12CCCCC2	4.4	-4	84*	21	5	1.1	1	41	-6	0.6
O=C(COC(=O)CCCOc1ccc(Cl)cc1Cl)NCc1ccccc1	1.1	2	-8	12	-3	1	1	7	0	0.9
O=C1c2ccccc2CCC12N=NCC2c1ccc(Cl)cc1 (stereo not given)	1.9	-2	-1	-20	-7	1	1	6	-1	0.9
CCOC(=O)/C=C1\Nc2ccccc2SC1=O	2.0	-4	-9	-20	-9	0.9	1	7	5	0.9
Cc1cccc(NC(=O)CSc2nnnn2-c2ccc3c(c2)OCCO3)n1	4.2	-2	-2	19	-8	1	1	-2	-3	1
O=C(N/N=C/c1cccnc1)c1cc2ccccc2o1	0.5	-6	-3	3	-5	0.9	1.1	21	8	0.8
CN(C)C(=O)C1C2NC(=S)N(c3ccccc3)C1(C)Oc1ccccc12 (stereo not given)	1.8	3	-2	-18	-1	1	1	1	-4	1
CCCC(=O)NCc1ccccc1Cl	3.5	-1	-4	23	0	1.1	1	-1	-9	1
COC(=O)c1cccc(NC(=S)Nc2cccc(Cl)c2C)c1	0.4	-3	5	1	-18	1	1	12	-3	0.9
O=C(NC(=O)c1ccncc1)NC(c1ccccc1)c1ccccc1	2.8	-5	-1	2	-5	1.1	1	-1	-9	1
c1ccc(N2CCN(c3nc4ccccc4[nH]3)CC2)nc1	-1.4	-1	-4	-18	-6	0.9	1	-14	12	1.1
Cc1ccc(NC(=O)Cn2c(=O)n(CCCC(=O)NCc3ccco3)c(=O)c3ccccc32)cc1	1.6	-3	-3	9	-7	1	1	13	-3	0.9
O=C(NCC(=O)N(Cc1cccs1)C(C(=O)NC1CCCC1)c1ccco1)c1cccs1 (stereo not given)	1.2	-8	36	5	-4	1.1	1.1	1	-11	1
CN1CCN(CC(=O)Nc2ccccc2Sc2ccccc2)CC1	2.5	0	5	-23	-7	1	1	-10	-4	1.1
CC(NC(=O)CSc1ncccn1)c1ccccc1 (stereo not given)	0.4	-1	-2	-8	-8	1	1	7	-1	0.9
CC(C)(C)c1ccc(C(=O)NC(=S)NNC(=O)c2cccs2)cc1	1.2	-1	25	-36	-21	0.9	1	33	12	0.7
CCOc1ccccc1C=Nc1ccccc1C(=O)Nc1ccccc1	3.4	1	29	5	-4	1	1	0	-1	1
N#Cc1cn(CCCOc2ccccc2)c2ccccc12	4.4	0	25	-1	-8	1	1	2	-4	1
COc1cc2c(cc1/C=C/C(=O)O)OC(C)C2 (stereo not given)	0.8	-3	6	-6	-12	1	1	-10	-4	1.1
Cc1ccccc1C(=O)Nc1ccc(-c2nc3ccc(C(=O)c4ccccc4)cc3[nH]2)cc1	5.0	-6	98*	-24	-3	1	1.1	7	-2	0.9
CC(C)COc1ccc(C(=O)Nc2ccccc2[N+](=O)[O-])cc1	5.5	4	-5	-83	1	0.8	1	7	21	0.9
Cc1sc2nc(C(C)(C)C)oc(=O)c2c1C	1.2	0	-3	6	-14	1	1	12	-1	0.9
COc1cc(/C=N/NC(=O)c2cnn3c(C)cc(-c4ccccc4)nc23)ccc1O	3.1	0	-1	9	2	1.1	1	5	-6	1
